Bioassay records: PubChem, Broad Institute
E-selectin induc: E-selectin induction on HUVECs | P16581 | HUVEC E-selectin immunofluorescence imaging; normalized: neutral wells 0, TNF-alpha wells 100 | 260,000 compounds, 0.37% hits | activation, % at 7.58 µM | AID 686992;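 active = mean E-selectin-positive cell signal at least 10% of the positive control, reached in at least 60% of replicates, without over 20% cell loss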;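 also: in these data hits start at about 27%; measured in HUVEC primary endothelial cells; signal is the percent of cells scored E-selectin positive by PE staining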
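Test system: HUVEC | Signal: Immunofluorescence imaging | Read-out: Percent E-selectin-positive cells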
miR-122 sensor: miR-122 inhibition in Huh7 cells. 340,000 compounds, 0.3% hits. activation (reporter increase), % at 12.5 µM. Huh7 miR-122 Renilla luciferase sensor, 48 h; neutral wells = 0, positive control = 100;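 active = mean replicate activation score at least 90 and every replicate individually at or above 90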;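 also: higher luciferase means less miR-122 activity so hits act as miR-122 inhibitors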
RAD54 inh: blocks human RAD54 Holliday junction branch migration; Q92698; FAM/BHQ fluorescence; inhibition, % at 10.4 µM; 360,000 compounds, 0.14% hits; AID 602329;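 active = mean normalized replicate activity at least 40 and at least half of replicates scoring 40 or more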;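 also: 0% = median of neutral control wells and 100% = median of positive control wells; inhibitors cause a drop in the FAM fluorescence signal; in these data hits start at about 50%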
ERAP1 inh: blocks human ERAP1 aminopeptidase activity; recombinant ERAP1, Leu-AMC fluorescence, 60 min; inhibition, % at 10.7 µM; 340,000 compounds, 0.15% hits;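 active = mean replicate inhibition of at least 30%, or all replicates individually reaching that 30% level; inactive = mean below 30% and not every replicate reaching it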;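 also: 0% = neutral control wells and 100% = L-leucinethiol positive control wells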
Target sequence (Q9NZ08 whole entry, looked up): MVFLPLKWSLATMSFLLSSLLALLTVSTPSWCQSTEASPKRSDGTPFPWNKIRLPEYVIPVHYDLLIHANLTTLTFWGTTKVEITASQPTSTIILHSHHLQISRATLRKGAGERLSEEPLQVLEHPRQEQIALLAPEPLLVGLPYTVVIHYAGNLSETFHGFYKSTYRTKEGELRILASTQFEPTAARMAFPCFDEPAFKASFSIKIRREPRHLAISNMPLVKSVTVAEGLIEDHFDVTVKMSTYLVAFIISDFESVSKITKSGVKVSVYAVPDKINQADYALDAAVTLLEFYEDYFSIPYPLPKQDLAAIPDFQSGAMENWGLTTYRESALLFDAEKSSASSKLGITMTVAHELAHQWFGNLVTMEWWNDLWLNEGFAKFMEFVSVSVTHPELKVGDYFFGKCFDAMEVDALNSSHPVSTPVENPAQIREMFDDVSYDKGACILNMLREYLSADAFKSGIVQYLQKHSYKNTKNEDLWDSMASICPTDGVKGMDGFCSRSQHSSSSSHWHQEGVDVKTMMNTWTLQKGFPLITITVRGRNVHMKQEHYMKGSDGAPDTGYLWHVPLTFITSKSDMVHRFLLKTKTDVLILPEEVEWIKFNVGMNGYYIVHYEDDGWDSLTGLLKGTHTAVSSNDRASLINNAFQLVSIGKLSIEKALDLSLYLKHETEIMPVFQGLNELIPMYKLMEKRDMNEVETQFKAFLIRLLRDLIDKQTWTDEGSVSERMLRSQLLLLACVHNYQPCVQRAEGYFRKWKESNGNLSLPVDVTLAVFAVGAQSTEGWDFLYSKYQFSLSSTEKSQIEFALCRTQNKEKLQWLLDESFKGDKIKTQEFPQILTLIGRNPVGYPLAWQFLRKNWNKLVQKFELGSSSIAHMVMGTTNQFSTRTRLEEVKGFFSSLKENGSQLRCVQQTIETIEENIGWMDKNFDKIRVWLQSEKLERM
Cneo AK release: Cryptococcus neoformans lysis via adenylate kinase release; C. neoformans lysis, adenylate kinase release luminescence, 4 h; normalised: neutral wells 0, clomiphene wells 100; lysis activity, % at 15 µM; 360,000 compounds, 0.2% hits;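 active = mean lysis activity across replicates of at least 80%, whatever share of replicates individually reach that level; inactive = mean lysis activity below 80%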
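Test system: log-phase Cryptococcus neoformans yeast cells; Quantity: yeast cell density of 5 × 10^6 cells/mL; Buffer or medium: YPD; Doses: single compound concentration per well; Timing: 4 h at 37 °C static, read 1 h later; Measured by: AK luminescence; Read-out basis: lysis from increased AK signal; Control set: Clomiphene as positive control.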
PGC1a acetyl inh: lowers PGC1a acetylation signal in U2OS cells. AlphaScreen anti-acetyl-lysine; with virally co-expressed GCN5 acetyltransferase. 350,000 compounds, 0.17% hits. AID 651687. inhibition, % at 15.6 µM;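 active = every replicate shows inhibition of at least 40%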;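 also: 0% = neutral control wells and 100% = positive control wells; some results beyond the cut were filed as inactive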
PglD DTNB: blocks C. jejuni PglD acetyltransferase activity | purified PglD enzyme, DTNB colorimetric CoA detection | inhibition, % at 12.5 µM | 360,000 compounds, 0.098% hits; in the data active = inhibition above about 16%, passing the limit was not always enough; also: strong numbers were not always called active
RAD52 inh: inhibitors of human RAD52 DNA annealing; inhibition, % at 18.7 µM; recombinant RAD52 DNA annealing, FRET fluorescence; AID 651710; P43351; 360,000 compounds, 0.46% hits;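 active = every replicate showing at least 50% inhibition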
* marks the source's active call; other numbers are inactive results; / = no result given; & = joins results of further samples; [ ] = dose if it differs, or a comment.

Molecule	PGC1a acetyl inh	PglD DTNB	RAD52 inh	Cneo AK release	ERAP1 inh	RAD54 inh	miR-122 sensor	E-selectin induc
C[C@@H]1CN([C@@H](C)CO)C(=O)c2cc(-c3cccnc3)cnc2O[C@@H]1CN(C)C(=O)C1CCC1	3	2	-10	3	-3	-9	0[16.7 µM]	-0.1
O=C(Cc1cccs1)Nc1nnc(-c2ccccc2)s1	0	/	-12	/	-3	/	/	0.3
CCOC(=O)c1c(C)c(C(=O)N2CCN(C(=O)c3ccco3)CC2)c(C)n1C	11	1	-15	0	-4	-3	/	/
COc1ccc2c3c([nH]c2c1)[C@@H](CO)N(S(C)(=O)=O)CC31CN(C(=O)c2cccnc2)C1	-4	/	3	/	0	/	/	-0.3
O=C(COc1cccc2c1CCNC2=O)Nc1ccc(F)cc1	13	5	-15	-2	-1	6	-3	/
C[C@@H]1CN([C@H](C)CO)C(=O)Cc2cc(NS(=O)(=O)c3ccccc3)ccc2O[C@H]1CN(C)Cc1ccc2c(c1)OCO2	-5	-5	15	-1	0	-4	-6[16.7 µM]	-0.2
COc1cc(OC)cc(C(=O)Nc2ccc(N(C)C)c3ccccc23)c1	/	13	-11	0	-1	-4	3	1.5
Cc1cccc2cc(C(c3nnnn3CC3CCCO3)N3CCOCC3)c(=O)[nH]c12 (stereo not given)	0	-1	/	3	/	1	-5	/
O=C(C[C@@H]1CC[C@@H](NC(=O)C2CCC2)[C@@H](CO)O1)NC1CCC1	-8	0	4	-13	-3	1	-7[16.7 µM]	-0.8
CSc1ncccc1C(=O)NCC1CCCCC1	/	-7	2	-1	/	-3	-4	1.3
CCOc1ccc(CCNc2cc(C)nc3ncnn23)cc1OCC	/	-1	-1	-1	-1	3	-2	0.0
CCCSc1nnc(Cc2cc(=O)[nH]c(=O)[nH]2)n1-c1cc(C)ccc1C	-1	0	/	1	/	10	18	/
Fc1ccc(CN2CCCCCCC2)cc1	-7	13	-6	-1	-2	-16	1	/
CCOC(=O)c1c(NC(=O)COC(=O)CCOc2ccccc2C)sc(C(=O)NC)c1C	-15	-7	-14	2	-1	-6	-3	0.1
O=C(C[C@@H]1CC[C@@H]2[C@H](COC[C@H](O)CN2S(=O)(=O)c2ccccc2)O1)Nc1ccc(-c2ccccc2)cc1	-3	0	12	-1	1	-9	-2[16.7 µM]	0.1
CC(=O)c1ccc(N2CCN(S(=O)(=O)c3ccc4c(c3)CC(C)N4C(C)=O)CC2)cc1 (stereo not given)	-9	-2	-7	17	0	0	-2	/
CSc1ccccc1NC(=O)CN(C)C(=O)CNC(=O)c1ccc(Oc2ccccc2)cc1	6	-5	-4	-18	1	8	-3	-0.3
C=CCn1c2[n+](c3ccccc3c1=O)CCCCC2	/	/	-7	/	7	/	-13	0.7
Cc1cc(C)c([N+](=O)[O-])cc1NC(=O)CCS(=O)(=O)c1ccccc1	2	-1	-8	0	0	-1	-4	7.1
Oc1oc(-c2ccco2)nc1C=Nc1cccc(Cl)c1	4	1	/	-2	/	-7	5	/
COc1ccccc1-n1cnc2cc(NS(=O)(=O)c3ccccc3)ccc21	-12	0	-10	6	1	9	31	/
COCC(=O)N(C)C[C@H]1Oc2ncc(C3=CCCC3)cc2C(=O)N([C@H](C)CO)C[C@H]1C	5	1	0	43	0	-8	/	-0.1
Cc1sc(NC(=S)NC(=O)c2ccccc2)c(C#N)c1C	10	-8	/	-2	/	1	/	/
CCOC(=O)CSc1nncc2ccc(OC)c(OC)c12	7	2	/	0	/	-4	/	/
CN(c1ccc(Cl)cc1)S(=O)(=O)c1nnc(NC(=O)c2ccco2)s1	-4	-3	-24	6	2	-8	-5	/
CCCCOC(=O)Nc1nccs1	/	-2	/	0	/	-5	-6	/
Cc1ccc(C)c(S(=O)(=O)NCc2ccc(C(=O)N3CCCCCC3)cc2)c1	9	-1	/	2	/	-1	21	/
COc1ccccc1C(NC(=O)C1CCN(CCOc2ccc(Cl)cc2Cl)CC1)c1ccccn1 (stereo not given)	-12	4	-30	3	1	-6	-13	-0.2
O=C1c2ccccc2C2=Nc3ccccc3SC(c3ccccc3F)C12 (stereo not given)	-15	-1	/	-16	/	1	162*	/
CCCCn1c(SCC(=O)N2CCC(C)CC2)nc2cc(S(N)(=O)=O)ccc21	7	-281	-22	-1	2	-3	/	/
Fc1ccc2cc(-c3ccccc3F)ncc2c1	9	4	-13	-1	0	-6	4	0.0
CCCCN(C(=O)c1cccc(-n2cnnn2)c1)c1c(N)n(CCCC)c(=O)[nH]c1=O	14	-4	-11	0	-1	-7	-7	0.0

Part of the list above in order of number of heavy atoms, smallest number first.
Molecule	PGC1a acetyl inh	PglD DTNB	RAD52 inh	Cneo AK release	ERAP1 inh	RAD54 inh	miR-122 sensor	E-selectin induc
CCCCOC(=O)Nc1nccs1	/	-2	/	0	/	-5	-6	/
Fc1ccc2cc(-c3ccccc3F)ncc2c1	9	4	-13	-1	0	-6	4	0.0
C=CCn1c2[n+](c3ccccc3c1=O)CCCCC2	/	/	-7	/	7	/	-13	0.7
Oc1oc(-c2ccco2)nc1C=Nc1cccc(Cl)c1	4	1	/	-2	/	-7	5	/
Cc1sc(NC(=S)NC(=O)c2ccccc2)c(C#N)c1C	10	-8	/	-2	/	1	/	/
Cc1cc(C)c([N+](=O)[O-])cc1NC(=O)CCS(=O)(=O)c1ccccc1	2	-1	-8	0	0	-1	-4	7.1
O=C1c2ccccc2C2=Nc3ccccc3SC(c3ccccc3F)C12 (stereo not given)	-15	-1	/	-16	/	1	162*	/
COc1ccccc1-n1cnc2cc(NS(=O)(=O)c3ccccc3)ccc21	-12	0	-10	6	1	9	31	/
Cc1ccc(C)c(S(=O)(=O)NCc2ccc(C(=O)N3CCCCCC3)cc2)c1	9	-1	/	2	/	-1	21	/
CCCCN(C(=O)c1cccc(-n2cnnn2)c1)c1c(N)n(CCCC)c(=O)[nH]c1=O	14	-4	-11	0	-1	-7	-7	0.0
COc1ccccc1C(NC(=O)C1CCN(CCOc2ccc(Cl)cc2Cl)CC1)c1ccccn1 (stereo not given)	-12	4	-30	3	1	-6	-13	-0.2

Other records.
Molecule	PGC1a acetyl inh	PglD DTNB	RAD52 inh	Cneo AK release	ERAP1 inh	RAD54 inh	miR-122 sensor	E-selectin induc
CCOC(=O)Cc1c(C)nc2c(C#N)c[nH]n2c1=O	6	4	-8	-1	1	-7	-1	/
Cc1ccc(O)c(CNn2cnnc2)c1	0	0	/	4	/	14	3	/
Cc1cc(C)nc(-n2nc(C)c(Br)c2Nc2ccc(Br)cc2)n1	-1	-1	/	6	/	2	-1	/
Nc1cc(=O)[nH]c(=O)n1-c1ccc(Cl)cc1	7	/	5	/	-1	/	/	1.4
C[C@H]1CN([C@@H](C)CO)C(=O)CCCn2cc(nn2)CO[C@H]1CN(C)C(=O)OCc1ccccc1	2	0	-10	12	2	-28	0[16.7 µM]	0.9
Cc1noc(C)c1S(=O)(=O)N(C)C[C@@H]1OCCCC[C@H](C)Oc2ccc(NC(=O)C3CCCCC3)cc2C(=O)N([C@@H](C)CO)C[C@@H]1C	8	-3	-3	47	-7	-7	-3[16.7 µM]	0.0
C[C@H]1CN([C@@H](C)CO)S(=O)(=O)c2ccc(-c3cncnc3)cc2O[C@H]1CN(C)C(=O)Cc1ccncc1	8	0	-7	0	2	5	4[16.7 µM]	1.0
C[C@H](NC(=O)C[C@@H]1CC[C@H]2[C@@H](COC[C@@H](O)CN2C)O1)c1ccccc1	-4	-1	7	-1	4	1	1[16.7 µM]	0.0
COc1cc(/C=C2\CCC(C3CCCC3)C2=O)cc(OC)c1OC (stereo not given)	/	-6	3	-1	-1	10	-2	0.5
CN1C(=O)c2cc(NC(=O)c3cnccn3)ccc2OC[C@@H]2O[C@H](CC(=O)NCC3CCCCC3)CC[C@@H]21	/	0	9	-2	1	1	/	0.3
C=CCc1cc(Cl)ccc1OCCN(C)C	-13	-2	-13	2	1	1	/	/
CCOC(=O)C1CCCN(S(=O)(=O)c2nc3nc(C)cc(C)n3n2)C1 (stereo not given)	/	3	-3	3	-2	-8	/	0.1
COC(=O)c1sccc1NC(=S)Nc1ccc(F)cc1	/	-2	/	3	/	-3	147*	/
C[C@@H]1CN([C@H](C)CO)C(=O)Cc2cc(NC(=O)Cc3ccccc3)ccc2O[C@@H]1CN(C)Cc1ccc(-c2ccccc2)cc1	2	1	-18	2	0	9	-12[16.7 µM]	-3.3
O=C(Nc1nccs1)C1CC(=O)N(c2ccccc2Cl)C1 (stereo not given)	2	-1	/	-2	/	9	0	/
C[C@@H]1CN([C@@H](C)CO)C(=O)CCCn2nncc2CO[C@H]1CN(C)C(=O)C1CCCCC1	-2&1&1	-7&0&2	4&-2&-5	0&-3&-8	-5&0&5	6&-5&-3	-4	-1.5&-0.2
O=C(Nc1ccc(Cl)cc1)NC1CCCCNC1=O (stereo not given)	20	3	-17	-1	-2	-15	2	0.6
CCCCNC(=O)Cn1c2c(c(-c3ccccc3Cl)cc1=O)CCC2	4	2	-13	7	10	1	3	0.2
CCOC(=O)c1c(-c2ccccc2)oc2ccc(OCC(O)CNCCN(C)C)cc12 (stereo not given)	/	-3	83*	1	7	38	6	1.0
Cc1ccc(-c2cc(N)n(-c3ccc(C)cc3)n2)cc1	-14	0	/	0	/	2	-1	/
CCN(CC)CCNC(=O)Cn1nc(-c2ccc(C)cc2)ccc1=O	-4	-2	/	0	/	0	-9	/
C[C@@H]1CN([C@@H](C)CO)C(=O)c2cc(NC(=O)C3CC3)ccc2O[C@@H]1CN(C)Cc1ccncc1	0	5	-6	-4	0	-6	7[16.7 µM]	0.7
CS(=O)(=O)Nc1ccc2c(c1)[C@H]1C[C@H](CC(=O)N3CCc4ccccc4C3)O[C@@H](CO)[C@H]1O2	9	-2	-1	-3	1	1	8[16.7 µM]	0.7
CC(C)C(C)NC(=O)CSc1nnc(-c2c[nH]c3ccccc23)o1 (stereo not given)	-3	/	-28	/	2	/	/	5.7
CC(C)CNC(=O)c1cc2nc(C3CC3)cc(C(F)(F)F)n2n1	14	1	/	2	/	4	-1	/
Cc1cc(C)nc(N/N=C/C2=C(O)CC(c3ccc(F)cc3)CC2=O)n1 (stereo not given)	26	6	-16	0	1	-7	2	0.3
CC1(c2ccc(Cl)cc2)NC(=O)N(CC(=O)N2CCCC2)C1=O (stereo not given)	4	4	/	1	/	4	/	/
COC(=O)[C@]12C(=O)NC[C@H](CN1c1ccc(C(F)(F)F)cc1)N2C	/	-2	-7	5	-2	2	/	0.0
COc1cc(F)ccc1-c1csc(C(NC(C)=O)c2cccc(F)c2)n1 (stereo not given)	2	3	-4	1	5	7	0	0.0
CC1CCCC(C)N1C(=O)c1cc(-c2ccco2)on1 (stereo not given)	3	-10	-12	-1	-4	-4	1	/
CCOC(=O)CC(=O)CSc1ccc2nnc(-c3cccc(F)c3)n2n1	4	-5	/	-5	/	6	10	/
